Source: PubChem (several laboratories)
STK33 kinase inh: inhibitors of purified STK33 kinase, primary screen, biochemical, ADP-Glo luminescence, homogeneous, cell-free | Serine/threonine-protein kinase 33 (Homo sapiens), Q9BYT3 | MBP phosphorylation | inhibition, % at 10 µM | 0.073% of 320,000 active | AID 2661, 2010;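 active = inhibition at or above 25%, using the most active replicate where run in duplicate; inactive = inhibition below 25%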
Target sequence (Q9BYT3 whole entry, looked up): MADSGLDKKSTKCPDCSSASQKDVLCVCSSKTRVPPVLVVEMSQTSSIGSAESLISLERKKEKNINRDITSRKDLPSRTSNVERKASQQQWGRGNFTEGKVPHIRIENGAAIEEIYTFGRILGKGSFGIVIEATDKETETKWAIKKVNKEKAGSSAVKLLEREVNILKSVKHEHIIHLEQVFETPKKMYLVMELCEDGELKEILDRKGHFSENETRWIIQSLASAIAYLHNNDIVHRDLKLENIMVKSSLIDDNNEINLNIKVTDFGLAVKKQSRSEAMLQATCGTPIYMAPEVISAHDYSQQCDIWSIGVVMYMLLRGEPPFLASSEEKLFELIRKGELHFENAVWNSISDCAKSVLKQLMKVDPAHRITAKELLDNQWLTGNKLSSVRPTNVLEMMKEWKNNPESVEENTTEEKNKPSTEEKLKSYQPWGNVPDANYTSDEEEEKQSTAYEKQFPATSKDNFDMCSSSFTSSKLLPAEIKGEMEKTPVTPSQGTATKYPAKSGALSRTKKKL
Kir21 block: inhibitors of mouse Kir2.1 inward-rectifier potassium channel; HEK293-Kir2.1, FluxOR thallium flux fluorescence; active compounds read low; B-score at 10 µM; Inward rectifier potassium channel 2 (Mus musculus), P35561; 0.85% of 310,000 active;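 active = fluorescence ratio B-score at or below minus 3 SD of library scores, with starting-brightness B-score within 2 SD, cut at about -4.2 in these data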;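 also: channel flux triggered by added potassium and thallium sulfate stimulus; B-score of peak minus minimum fluorescence over baseline after thallium stimulus; more negative B-score means stronger Kir2.1 block with less thallium influx; some compounds called inactive have numbers as strong as hits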
Target sequence (P35561 whole entry, looked up): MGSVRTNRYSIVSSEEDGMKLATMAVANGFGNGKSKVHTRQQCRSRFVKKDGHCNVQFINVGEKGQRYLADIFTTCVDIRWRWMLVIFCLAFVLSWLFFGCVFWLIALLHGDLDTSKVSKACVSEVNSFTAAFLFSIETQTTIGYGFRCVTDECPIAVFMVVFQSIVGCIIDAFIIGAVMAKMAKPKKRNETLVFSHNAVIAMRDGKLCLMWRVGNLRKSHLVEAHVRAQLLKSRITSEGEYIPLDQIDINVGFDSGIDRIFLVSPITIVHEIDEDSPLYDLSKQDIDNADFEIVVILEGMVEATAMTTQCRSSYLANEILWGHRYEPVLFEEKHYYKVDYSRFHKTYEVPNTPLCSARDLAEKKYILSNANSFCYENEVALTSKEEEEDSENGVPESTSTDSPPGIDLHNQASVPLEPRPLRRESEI
* marks the source's active call; other numbers are inactive results; . = not tested or not shown.

SMILES	STK33 kinase inh	Kir21 block
O=c1c2ccccc2oc2nc(-c3cccs3)n(CCc3ccccc3)c(=O)c12	-1.6	-0.08
Nc1nnc(-c2cccnc2)s1	0.0	-3.3
COC(=O)c1ccc(CSc2nnc(-c3ccncc3)o2)o1	-0.7	0
CN(C(=O)c1ccc(Cl)cc1)C1=CCCCC1CCC#N (stereo not given)	-1.8	-3.7
Cc1ccc(C(=O)Nc2ccc(N3CCN(S(C)(=O)=O)CC3)cc2)cc1C	-0.3	0.9
CCOC(=O)c1nn(-c2ccc(C)c(Cl)c2)c(=O)c(C#N)c1C	-0.8	1.5
CC1CN(Cc2c(O)ccc3c(=O)c(-c4ccccc4Cl)coc23)CC(C)O1 (stereo not given)	0.9	-1.3
CC1=CC(C)(C)N=C(NC#N)N1	-1.7	-2.4
O=C(C1CCN(S(=O)(=O)c2ccccc2)CC1)N1CCCCC1	9.6	-0.14
COc1cccc(Cc2n[nH]c(=S)n2Cc2ccco2)c1	1.0	1.3
COc1cccc(OCCCN2CCN(S(=O)(=O)c3ccc(NC(C)=O)cc3)CC2)c1	-0.4	-1.4
O=C(OCc1nnc(-c2ccccc2)o1)C1CCN(S(=O)(=O)c2cccs2)CC1	-2.4	-0.7
COC(=O)c1ccc(CSc2nnc3c(n2)[nH]c2ccccc23)cc1	2.0	0.66
c1ccc(Cn2cnc3ccccc32)cc1	-0.1	.
S=c1[nH]nc(-c2ccc3ncccc3c2)n1-c1ccc2c(c1)OCCO2	.	-1.2
OCCCc1n[nH]c(=S)n1-c1ccccc1	-0.8	-0.58
O=C(NNC(=O)c1cc(Cl)ccc1O)c1cccc(S(=O)(=O)N2CCOCC2)c1	-0.8	2.1
Cc1ccc(-c2c(C)n([O-])c3c([n+]2=O)CCC3)o1	0.5	-0.24
O=C1C2C3C=CC(C3)C2C(=O)N1CCCO (stereo not given)	-0.4	0.06
CCOC(=O)C1=C(C)N(c2ccc(OC)cc2)C(=O)/C1=C\c1cccs1	-1.7	-0.87
Cc1ncc(CN2CCN(Cc3ccccc3)C(CCO)C2)s1 (stereo not given)	-0.2	-2.2
COc1ccc(CC(C)N2CCN(Cc3ccccc3)CC2)cc1OC (stereo not given)	-2.6	0.09
COc1ccccc1C(=O)Nc1ccnn1C1CCN(Cc2ccn[nH]2)CC1	0.3	0.17
Nc1ccc(-c2c3ccc(=O)cc-3oc3cc(O)ccc23)cc1C(=O)O	0.8	-17
CCCCC1CCC(C(=O)Nc2ccc(S(=O)(=O)Nc3nccs3)cc2)CC1 (stereo not given)	-0.5	-0.52
Cc1ccc(S(=O)(=O)N(CC(=O)NC2CCCC2)c2cccc(C)c2)cc1	.	-0.18
C[C@@H](O)Cc1cn(CC(=O)NCCCCCCCCCCC(=O)N2CCNCC2)nn1	-0.9	.
COc1cccc(-c2cc(C(=O)Nc3ccc4c(c3)OCCO4)c3ccccc3n2)c1	.	1.8
COc1ccc(C(NC(=O)c2ccco2)c2ccc(OC)c(OC)c2)cc1 (stereo not given)	-0.4	-0.77
CCOC(=O)c1ccc2nc(C)cc(Nc3cccc(C(=O)O)c3)c2c1	-1.6	-0.43
Cc1cccc2cc(COC(=O)C(C)(C)C)c(=O)[nH]c12	-0.7	0.73
COC(=O)c1[nH]c2cc(OC)ccc2c1N	2.1	0.77
CC(C)NC(=O)c1ccc2c(c1)N(Cc1ccccc1)C(=O)C(C)(C)O2	-1.5	2.5
Cc1ccc(-n2nc3c(c2NC(=O)/C=C\c2ccc4c(c2)OCO4)CSC3)c(C)c1	-1.4	-0.05
CCC(CC)C(=O)Nc1nnc(SCC(=O)N2CCN(c3ccccc3OC)CC2)s1	0.5	-1.4
Cc1ccccc1Nc1c(-c2cccnc2)nc2cccc(C)n12	-0.7	-3.1
COc1ccc(N=CC2=C(Nc3ccc(OC)cc3)c3c(C)nn(-c4ccccn4)c3CC2)cc1	0.3	.
CCCN(Cc1ccccc1)C(=S)Nc1ccc(SC(F)F)cc1	.	0.03
COc1ccc(/C=C/C(=O)c2ccc(NC(=O)c3cccs3)cc2)cc1OC	3.6	-1.4
CCOC(=O)c1c[nH]n(-c2ccccc2)c1=O	-0.1	-1.2
COCCNC(=O)c1ccc(C)c(NC(=O)C2=C(C)OCCS2)c1	1.9	-1.1
COc1cccc(NC(=O)C/C(C)=N/NC(=O)C2CCCCC2)c1	-0.1	-0.14
CCCN(CCC)c1nc(N(CCC)CCC)[nH]c(=O)n1	0.0	1.1
COc1ccc(NC(=O)CCN2C(=O)C3C4CCC(C4)C3C2=O)cc1 (stereo not given)	.	-0.86
O=Cc1ccccc1OCc1nnsc1Cl	1.6	-0.64
O=C(NC1(C(F)(F)F)C(=O)Nc2c1c(=O)[nH]c(=O)n2Cc1ccco1)C1CCCCC1 (stereo not given)	-0.9	-0.17
COc1cc2cnc(-c3ccccc3)c(C(=O)c3ccc(F)cc3)c2cc1OC	-0.2	.
CCN1CCC(O)(C#Cc2ccccc2)CC1	-0.8	0.54
O=C(CCC(=O)c1cccs1)OCc1nc2ccccc2s1	5.3	1.1
NC(=O)NCCCC(=O)O	-0.9	.
The listing continues:
SMILES	STK33 kinase inh	Kir21 block
CN(CC(=O)Nc1ccccc1Br)C(=O)c1ccc(COc2ccccc2)cc1	-0.3	-2
COc1ccccc1N1CC(C(=O)Nc2nnc(SCC(=O)N3CCOCC3)s2)CC1=O (stereo not given)	-1.6	0.13
CN(C(=O)CSc1nnnn1-c1ccccc1)C1CCS(=O)(=O)C1 (stereo not given)	-1.5	0.05
COc1ccc(CNc2ncnc3cc(OC)c(OC)cc23)cc1OC	-0.4	1.1
O=C(CC1SC(N2CCCC2)=NC1=O)Nc1ccc(C(=O)N2CCCC(C(F)(F)F)C2)cc1 (stereo not given)	-0.3	-0.68
NS(=O)(=O)c1ccc(CCNC(=O)c2ccc(C(=O)c3ccccc3)cc2)cc1	-0.5	0.08
O=S(=O)(c1ccc(N2CCCCCC2)nc1)N1CCCC1	0.1	-0.84
Cc1ccc(NC(=S)N=Nc2c(O)n(C)c3ccc(S(=O)(=O)N4CCOCC4)cc23)cc1	.	0.44
Cc1ccc(C)c(NC(=O)CN(C)C(=O)Cn2c(=O)oc3ccccc32)c1	-1.7	-0.1
Cc1ccccc1NC(=O)N1c2ccccc2CC1C (stereo not given)	3.2	-1.1
COc1cccc(N2C(=O)CC(N3CCc4ccccc43)C2=O)c1 (stereo not given)	-2.1	1.1
Cc1ccc(-n2c(SCC(=O)N3CCOCC3)nnc2-c2ccncc2)cc1	-3.0	1.9
COc1ccccc1Nc1nn2c(=O)c3ccc(C(=O)N4CCCCC4)cc3nc2s1	0.3	-1.5
CC(C)C(NC(=O)OCc1ccccc1)C(=O)NCC(=O)OC(C)(C)C (stereo not given)	-0.2	-1.4
CCCCN(C(=O)c1ccccc1OCc1ccc(F)cc1)c1c(N)n(CC(C)C)c(=O)[nH]c1=O	-0.6	-0.66
CCOC(=O)c1sc2ncnc(N3CCN(CC)CC3)c2c1C	0.9	-1.8
COc1ccc(C(=O)c2ccc(OC)c3cccc(O)c23)cc1OC	2.7	-1.8
CNC(=O)n1cc(C)c(-c2cccs2)n1	-0.2	0.01
CC(=O)Nc1ccc2nc(-c3ccccn3)[nH]c2c1	3.7	-0.6
O=c1ccn(Cc2ccccc2)c2ccccc12	1.3	2.4
O=C(NCc1ccco1)C1CCCN(S(=O)(=O)c2cnc[nH]2)C1 (stereo not given)	-1.9	-1.4
CC1C(=O)NN=C1C(=O)N/N=C\C(Br)=C\c1ccccc1 (stereo not given)	.	-0.04
COCc1nc(-c2ccc(-c3ccc(OC)cc3)nc2OC)no1	.	-2.7
Nn1c(SCc2cccc(Cl)c2)nnc1-c1ccncc1	3.4	0.22
CN(C)c1ccc(C2C3C(=O)NC(=O)C3ON2c2ccc(Cl)cc2)cc1 (stereo not given)	2.3	1.6
COc1ccc(CCNC(=O)c2cccc(NC(=O)CC3SC(N4CCCCC4)=NC3=O)c2)cc1OC (stereo not given)	-0.2	1.2
O=C(CCS(=O)(=O)c1cccc2nonc12)N1CCOCC1	-5.5	-1.7
Cn1c(=O)c2c(O)c(Cc3ccccc3)c(=O)n(C)c2n(C)c1=O	-0.2	0.74
CCOC(=O)C1CSC(CC(=O)Nc2ccc(Cl)c(Cl)c2)C(=O)N1 (stereo not given)	1.0	-2.2
Cc1ccccc1C(=O)Nc1cccc(C(=O)N/N=C/c2ccccn2)c1	2.3	-1.3
Cc1c(C(=O)N(C)CC(=O)Nc2cccc(F)c2)oc2c(Cl)cccc12	-1.1	-1.2
CCOC(=O)C1CCN(S(=O)(=O)c2ccc(Cl)cc2)CC1	-0.7	0.83
Cc1cccc(Cl)c1OCCN1CCCC1	0.3	-0.04
Cn1nc(C(=O)Nc2ccc3c(c2)OCCO3)cc1C(=O)O	1.9	0.11
COc1ccccc1N1CCN(S(=O)(=O)CCNC(=O)c2cccc(F)c2)CC1	0.1	0.15
COc1cc(/C=C(\C#N)C(=O)NCC2CCCO2)ccc1O (stereo not given)	0.6	-1.4
O=C(NC(=O)c1ccccc1O)c1ccc2c(c1)CCO2	0.2	-1.1
Cc1cccc(Nc2nc(N)c(C#N)c(CC#N)c2C#N)c1	0.2	1.2
CCCC1=Nc2cc(C(=O)NCCN3CCOCC3)ccc2Sc2ccc(C)cc21	0.3	-1.2
COC(=O)[C@@H](NC(=O)Nc1cc(Cl)ccc1C)C(C)C	-0.8	-0.79
CC1CCCN(CC(O)COCc2ccccc2)C1 (stereo not given)	-1.1	0.39
OC(COCC1CC=CCC1)Cn1cnc2ccccc21 (stereo not given)	0.8	-0.83
CSc1cccc(NC(=O)NNC(=O)C2CCN(S(=O)(=O)N(C)C)CC2)c1	-0.1	0.89
O=C(C(c1ccccc1)c1ccccc1)N(Cc1ccco1)C1CCS(=O)(=O)C1 (stereo not given)	-1.0	-0.13
COC(=O)c1nnn(-c2nonc2N)c1CSc1nc2ccccc2s1	1.3	0.12
Cc1ccc(/C=N/NC(=O)CNC(=O)c2ccc(S(=O)(=O)N(C)C)cc2)o1	4.0	0.51
CCN1CCN(c2c(/C=C3\SC(=S)N(Cc4ccco4)C3=O)c(C)c(C#N)c(=O)n2C)CC1	1.0	-1.8
O=C(COC(=O)c1ccccc1-c1nc2ccccc2s1)Nc1ccccc1C(F)(F)F	-2.2	-1.2
COc1ccc(OC)c(CCNC(=O)c2sc3nc4n(c(=O)c3c2C)CCC4)c1	-0.6	1.5
Oc1cncc(-c2cccnc2)c1	-2.0	.
Later entries
SMILES	STK33 kinase inh	Kir21 block
COc1ccc(NC(=O)c2cccc(-c3ccc(O)cc3)c2)cn1	0.6	-1.3
COc1ccc(-c2[nH]ncc2CNC(C)CCn2cccn2)c(F)c1 (stereo not given)	1.0	1.1
CC(C)(C)c1nc(Sc2ncccc2[N+](=O)[O-])n[nH]1	0.6	-1.5
O=C(NN1CCOCC1)c1ccccc1F	-0.1	-0.92
N#CCCN1CCN(C2=NC(=O)C(=C3CCCCC3)S2)CC1	-0.2	-0.05
CCCCn1c(N)c(N(CCOC)C(=O)CSc2n[nH]c(-c3ccc(C)cc3)n2)c(=O)[nH]c1=O	-0.5	0.22
Cc1ccsc1C(=O)NCc1ccc(Cl)cc1	0.3	0.75
CCN(C(=O)Nc1ccccc1)c1ccccc1	-0.8	1.1
CNS(=O)(=O)c1cccc(C(=O)OCC(=O)N2CCN(C(=O)c3ccco3)CC2)c1	-1.3	.
COc1ccc(OC)c(N2C(=O)CC(Cc3ccc(C)cc3)C2=O)c1 (stereo not given)	-0.6	-0.65

Gathered by group: the compounds so far with a furan ring, fused or not (11)
SMILES	STK33 kinase inh	Kir21 block
COC(=O)c1ccc(CSc2nnc(-c3ccncc3)o2)o1	-0.7	0
COc1cccc(Cc2n[nH]c(=S)n2Cc2ccco2)c1	1.0	1.3
Cc1ccc(-c2c(C)n([O-])c3c([n+]2=O)CCC3)o1	0.5	-0.24
COc1ccc(C(NC(=O)c2ccco2)c2ccc(OC)c(OC)c2)cc1 (stereo not given)	-0.4	-0.77
O=C(NC1(C(F)(F)F)C(=O)Nc2c1c(=O)[nH]c(=O)n2Cc1ccco1)C1CCCCC1 (stereo not given)	-0.9	-0.17
O=C(NCc1ccco1)C1CCCN(S(=O)(=O)c2cnc[nH]2)C1 (stereo not given)	-1.9	-1.4
Cc1c(C(=O)N(C)CC(=O)Nc2cccc(F)c2)oc2c(Cl)cccc12	-1.1	-1.2
O=C(C(c1ccccc1)c1ccccc1)N(Cc1ccco1)C1CCS(=O)(=O)C1 (stereo not given)	-1.0	-0.13
Cc1ccc(/C=N/NC(=O)CNC(=O)c2ccc(S(=O)(=O)N(C)C)cc2)o1	4.0	0.51
CCN1CCN(c2c(/C=C3\SC(=S)N(Cc4ccco4)C3=O)c(C)c(C#N)c(=O)n2C)CC1	1.0	-1.8
CNS(=O)(=O)c1cccc(C(=O)OCC(=O)N2CCN(C(=O)c3ccco3)CC2)c1	-1.3	.

(cont.)
SMILES	STK33 kinase inh	Kir21 block
COc1ccc2cc(C(C)C(=O)O)ccc2c1 (stereo not given)	0.1	.
CC1(C)C2CCC1(CS(=O)(=O)Nc1ccccc1)C(=O)C2 (stereo not given)	-2.4	-0.34
CC1CC(C)CN(C(=O)CCNC(=O)Cn2ccc3ccccc3c2=O)C1 (stereo not given)	0.6	0.38
COc1cccc(CNC(=O)C2CCN(S(=O)(=O)c3cccc4cccnc34)CC2)c1	-2.4	-1.3
O=C(NC(=S)N1CCN(c2ccc([N+](=O)[O-])cc2Cl)CC1)c1ccco1	0.2	1.1
COc1ccc(Cc2n[nH]c(=S)n2C)cc1Br	-2.0	0.67

Full records, quoted from the list. Values in the order: STK33 kinase inh	Kir21 block
`COc1cccc(CNC(=O)C2CCN(S(=O)(=O)c3cccc4cccnc34)CC2)c1` as listed: -2.4	-1.3
`CC1CC(C)CN(C(=O)CCNC(=O)Cn2ccc3ccccc3c2=O)C1` (stereo not given) as listed: 0.6	0.38
`O=C(NC(=S)N1CCN(c2ccc([N+](=O)[O-])cc2Cl)CC1)c1ccco1` as listed: 0.2	1.1
